Source: PubChem (several laboratories)
NALP1 inh: NALP1 inflammasome inhibitors in reconstituted yeast, colorimetric, S. cerevisiae, triplicate retest; S. cerevisiae NALP1/ASC/caspase-1 growth, X-gal OD620, 72 h; inhibition, % at 10 µM; hit rate 0.61% among 280,000; in the data active means inhibition mostly above about 24%, no sharp cut-off; inactive means mostly below about 32%; further: some compounds called inactive have numbers as strong as hits
UBC9 SUMO inh: inhibitors of in vitro SUMOylation cascade, primary screen, biochemical, HTRF, uHTS; HTRF SUMOylation assay, SAE1/SAE2 + UBC9; inhibition, % at 35 µM; hit rate 0.36% among 290,000; AID 2006, 2009; in the data active means inhibition above about 50%, passing the limit was not always enough; further: strong numbers were not always called active
Target sequence (P63279 whole entry, looked up): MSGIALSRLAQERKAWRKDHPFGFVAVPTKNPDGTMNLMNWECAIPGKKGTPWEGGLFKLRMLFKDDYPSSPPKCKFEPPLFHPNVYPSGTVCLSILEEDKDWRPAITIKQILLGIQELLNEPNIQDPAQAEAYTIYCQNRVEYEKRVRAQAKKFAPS
MEKK2mut PB1 HTS: MEK5 binding signal on mutant MEKK2 PB1, primary screen, biochemical, multiplex bead flow cytometry, Alexa488-MEK5; Alexa488-MEK5 binding to MEKK2 mutant; hit rate 0.35% among 290,000; percent response, % at 10 µM; in the data active means percent response above about 24%, passing the limit was not always enough; further: inactives centre near 1; some results filed as inactive read as strong as hits
MEKK2 WT-MEK5: modulators of MEK5 binding to wildtype MEKK2, primary screen, biochemical, multiplex bead flow cytometry, Alexa488-MEK5 | Mitogen-activated protein kinase kinase kinase 2 (Homo sapiens), Q9Y2U5 | Alexa488-MEK5 binding to MEKK2 WT; actives lie on both sides | binding response (% of control), % at 10 µM | hit rate 1.1% among 290,000; in the data active means binding response below about 67% or above about 130%
IMP-1 inhibitor: IMP-1 metallo-beta-lactamase inhibitors, primary screen, biochemical, epi-absorbance readout, Pseudomonas aeruginosa enzyme; inhibition, % at 5.6 µM; metallo-beta-lactamase IMP-1 (Pseudomonas aeruginosa); purified IMP-1, nitrocefin hydrolysis, epi-absorbance fluorescence; hit rate 0.45% among 290,000;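 active means inhibition above the mean plus 3 SD of all compounds in the same screening run, cut at about 4.5% in these data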;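 further: 0% = IMP-1 with DMSO and 100% = DMSO wells lacking enzyme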
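System: Purified IMP-1 | Read-out basis: Percent enzyme inhibition | Controls: IMP-1 with DMSO as 0%, enzyme-free DMSO as 100% | Replicates: One well per compound | Doses: 5.6 µM nominal single concentration | Detection: Epi-absorbance fluorescence, 480 nm excitation, 530 nm emission | Incubation: 25 °C, 15 min preincubation, 25 min reaction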
FID counter: compounds displacing fluorescent DNA intercalator, primary screen, artefact control for HCV NS3 helicase inhibitor project, biochemical, FID fluorescence | DNA fluorescent intercalator displacement | inhibition, % at 7.9 µM | hit rate 0.17% among 290,000; in the data active means inhibition above about 37%;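 further: 0% = vehicle and 100% = reference compound; higher means more ethidium bromide displaced from hairpin DNA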
PfM18AAP inh: PfM18AAP inhibitors, malaria aminopeptidase, primary screen, biochemical, QFRET, recombinant enzyme | M18 aspartyl aminopeptidase (Plasmodium falciparum 3D7) | H-Glu-NHMec fluorogenic cleavage | inhibition, % at 7.35 µM | hit rate 1.2% among 290,000 | AID 1822, 2009;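 active means inhibition above the campaign mean inhibition over all tested compounds plus 3 SD, cut at about 28% in these data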;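 further: 0% = plate median of test compound wells and 100% = 2 mM ZnCl2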
HCV NS3 hel inh: inhibitors of HCV NS3 helicase, primary screen, biochemical, Cy5 molecular beacon fluorescence; hit rate 0.56% among 290,000; NS3 helicase DNA unwinding; Hepatitis C virus NS3 helicase; inhibition, % at 10.9 µM;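 active means inhibition above the mean of all tested compounds plus 3 SD, set per campaign, cut at about 35% in these data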;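 further: 0% = DMSO wells and 100% = thioflavine S control wells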
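Test system: hepatitis C virus NS3 helicase domain fragment enzyme. Also added: annealed dual-labelled DNA beacon duplex, ATP-started. Timing: 60 min unwinding reaction at 25 °C after ATP addition. Technique: Cy5 fluorescence. Measure: % inhibition of unwinding.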
VIM-2 inhibitor: VIM-2 metallo-beta-lactamase inhibitors, primary screen, biochemical, epi-absorbance readout, Pseudomonas aeruginosa enzyme. hit rate 0.89% among 290,000. inhibition, % at 5.6 µM. purified VIM-2, nitrocefin hydrolysis, epi-absorbance fluorescence. AID 1527, 2009;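 active means inhibition above the mean of all tested compounds plus 3 SD, cutoff set per screening run, cut at about 7.5% in these data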;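 further: red hydrolysis product quenches plate fluorescence so inhibitors raise well fluorescence; 0% = enzyme with DMSO and 100% = DMSO without enzyme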
* hit, by the source's call; / = not tested or not shown.

SMILES	NALP1 inh	UBC9 SUMO inh	MEKK2mut PB1 HTS	MEKK2 WT-MEK5	IMP-1 inhibitor	FID counter	PfM18AAP inh	HCV NS3 hel inh	VIM-2 inhibitor
Cc1ccc(C)c(N2CCN(C(=O)c3ccc4c(=O)n5c(nc4c3)CCCCC5)CC2)c1	26	-7	-2	93	-2.3	-48	1	-15	-1.0
CCOC(=O)c1nnn(CC(=O)NC(=O)Nc2ccc(F)cc2)c1C(=O)OCC	25	11	7	112	-2.0	-17	-5	5	-0.9
COc1cccc(-c2cc(C(=O)N3CCCc4ccccc43)no2)c1	/	-14	2	96	-1.0	-24	-2	-3	-1.6
Cc1occc1C(=O)Nc1cccc(C(=O)O)c1	0	3	5	107	-5.0	3	4	2	-3.4
Cc1ccc(-c2csc(N3CCC(C(N)=O)(N4CCCCC4)CC3)n2)cc1	-2	4	6	105	0.4	-2	-6	-5	0.8
CCOC(=O)c1c(NC(=O)CSc2nnc(CNC(=O)c3ccco3)n2C)sc2c1CCC2	-13	3	-1	94	-1.1	-31	-4	-12	4.0
Cn1c(SCCCC(=O)c2ccc(F)cc2)nnc1-c1ccncc1	20	-3	-3	98	-1.4	-15	2	5	-2.4
Cc1ccc(SCC(=O)NC2CCCCCC2)cc1	4	5	5	105	-2.0	-31	0	-8	-1.4
Cc1ccc(N(C(=O)c2snc(C(N)=O)c2N)C(C(=O)NCC2CCCO2)c2c[nH]c3ccccc23)cc1 (stereo not drawn)	-3	-22	0	101	-2.5	-39	3	-30	-0.9
COc1ccccc1CNC(=O)C1CC(c2cccc([N+](=O)[O-])c2)=NO1 (stereo not drawn)	-7	10	1	99	-0.4	-4	-4	-2	2.2
CCO[C@H]1OC(C(=O)N2CCN(Cc3ccc4c(c3)OCO4)CC2)=C[C@@H](C)[C@@H]1CCCO	-6	11	3	105	-1.8	-27	-5	-6	0.4
CCn1c(COc2ccccc2)nnc1SCC(=O)CC(=O)Nc1ccccc1OC	10	32	-1	96	-3.2	-16	10	8	-2.2
CN(c1ncc(C(F)(F)F)cc1Cl)N1C(=O)C2ONC3(C(=O)CC(C)(C)CC3=O)C2C1=O (stereo not drawn)	-5	2	-2	104	-4.6	-29	-1	36	-6.4
O=C(COC(=O)c1cncc(Br)c1)Nc1nnc(-c2ccccc2)o1	8	-9	1	100	-2.5	-30	6	8	-4.5
Cc1nsc(Nc2ccc([N+](=O)[O-])cc2)c1C#N	5	11	-11	88	0.4	12	-1	-10	0.7
COC(=O)c1[nH]c2cc(OC)ccc2c1NC(=O)CCN1CCSCC1	2	4	7	125	-1.9	-5	4	4	-1.3
CC12c3ccccc3C(c3ccccc31)C1C(=O)N(c3ccncc3)C(=O)C12 (stereo not drawn)	0	-2	2	98	-3.2	-23	0	4	-4.5
CCn1cc(C(=O)N2CCN(C3CCCCC3)CC2)c2cc(OC)c(OC)cc2c1=O	17	2	1	105	-0.5	-8	5	5	-0.1
COc1cccc(CCc2nnc(CCC(=O)NC(C)c3c(C)nn(C)c3C)o2)c1 (stereo not drawn)	-10	3	-2	98	-1.1	-10	-2	-3	-5.3
O=C(CN1CCN(Cc2ccccc2Cl)C1=O)NCCCN1CCOCC1	/	14	0	100	-1.1	-1	-10	8	-2.1
O=C(NCc1ccco1)c1ccc2c(=O)n(-c3ccccc3)c(=O)n(Cc3cccc(F)c3)c2c1	30	11	-5	89	0.9	-6	1	10	0.6
O=C1N[C@@H](Cc2cnc[nH]2)C(=O)N2CCC[C@@H]12	10	-9	-3	101	-3.6	-3	2	0	-3.7
COc1ccc(S(=O)(=O)NN(C)c2nc(C(F)(F)F)nc3ccccc23)cc1	-2	-9	-8	97	-1.9	-9	4	-2	-2.5
CN1CCN(CC(=O)Nc2ccc(Oc3ccccc3)cc2)CC1	16	15	5	105	-2.8	8	-2	-16	-0.8
COC(=O)Cc1c(C)nc2nc(NCc3ccc(Cl)cc3)[nH]n2c1=O	34	-13	/	/	-1.9	-8	0	-3	-1.4
The list continues.
SMILES	NALP1 inh	UBC9 SUMO inh	MEKK2mut PB1 HTS	MEKK2 WT-MEK5	IMP-1 inhibitor	FID counter	PfM18AAP inh	HCV NS3 hel inh	VIM-2 inhibitor
CC(=O)OCC1=C(C(=O)O)N2C(=O)C(NC(=O)c3ccc(F)cc3)C2SC1 (stereo not drawn)	-10	4	1	120	-0.7	-13	18	20	-3.6
CCCn1c(N)c(C(=O)COC(=O)CCS(=O)(=O)c2ccc(C)cc2)c(=O)[nH]c1=O	1	0	4	104	-0.2	-23	-4	-10	-0.1
CCc1ccccc1NC(=O)CN1C(=O)c2ccccc2S1(=O)=O	9	-9	-7	89	1.8	-3	10	28	2.7
CN(CCCNC(=O)c1cccn2c(=O)c3ccccc3nc12)Cc1ccccc1	2	15	32	134	-1.8	7	-4	-91	22*
O=C(O)c1ccc(C(=O)c2ccc3c(c2)C(=O)N(CCO)C3=O)cc1	/	7	-4	100	-1.2	5	3	-18	-1.6
Cc1nnc(NC(=O)CSc2nnc(C)n2-c2ccc(F)cc2)s1	-6	-1	-2	99	-4.1	-3	-3	-6	-4.6
CCOc1ccc(-c2nnc3ccc(SC(C)C)nn23)cc1	0	26	-2	96	-1.4	-15	5	3	-1.9
CCCN1C(=O)CC(Sc2ncccc2C(=O)O)C1=O (stereo not drawn)	/	4	10	113	-4.4	2	-1	-5	-0.6
COc1ccc(CNc2nc(=S)[nH]c3cc(OC)c(OC)cc23)cc1	-19	-1	6	106	-3.9	-3	3	-3	-0.9
CNCC(=O)Nc1c(C)n[nH]c1C	/	4	1	108	-4.2	-4	0	40*	-2.9
COc1ccccc1N1CCN(C(=O)Cn2nc3n(C)c4ccccc4n3c(=O)c2=O)CC1	10	25	-18	82	-1.2	1	3	-1	-3.0
COc1ccc(CCn2nnnc2C(CC(C)C)N2CCC(C(N)=O)CC2)cc1OC (stereo not drawn)	8	3	7	110	-3.6	-13	-5	6	-3.9
O=C(O)c1ccccc1Nc1ccc([N+](=O)[O-])c2nonc12	-23	-7	5	103	-6.1	1	0	5	22*
COc1ccccc1CNC(=O)c1ccc(-c2ccccc2)cc1	32	4	10	102	-3.3	-15	1	7	-2.3
Cc1nnc(SCc2nc3sc(C(=O)O)c(C)c3c(=O)[nH]2)s1	-2	35	-13	95	0.7	-1	13	12	-1.6
O=C(NCc1ccccc1)c1ccccc1C(=O)c1ncc[nH]1	-10	5	-1	99	-2.2	-4	-3	12	-2.7
CC1(C(=O)CSc2nc3ccccc3[nH]2)CCC(=O)O1 (stereo not drawn)	-2	-7	5	99	0.7	-2	-1	-2	-1.8
Cn1cnnc1SCC(=O)c1ccc2c(c1)CCCC2	16	28	5	105	-0.4	-7	-12	-4	-2.5
O=C(N/N=C(\c1ccccc1)c1cccnc1)c1ccc(O)cc1	-4	3	-5	94	-4.5	-19	6	-2	-3.9
CC(C)CNC(=O)C(=O)Nc1ccc(N(C)C)cc1	31	-24	-1	106	-3.7	-7	5	-3	-3.1
N#CC(c1cccc(Cl)c1)c1ncc(C(F)(F)F)cc1Cl (stereo not drawn)	-11	-11	-1	91	-0.7	-7	2	5	-1.3
CCOc1ccc(N2CC(C(=O)NC3CCSC3=O)CC2=O)cc1 (stereo not drawn)	10	13	7	101	-3.1	-5	-3	7	-3.1
Cc1c2c(nc3ccccc13)OCC2	20	-12	2	94	-1.1	-3	5	5	1.9
O=C(O)CCc1ccc(-c2cccs2)n1NC(=O)c1ccc(O)cc1	23	7	4	99	-5.1	-5	11	7	-1.4
O=C(Cc1cc(=O)[nH][nH]1)N/N=C/c1ccccc1Cl	-2	-15	3	104	-3.8	-8	7	18	-1.5
(further entries)
SMILES	NALP1 inh	UBC9 SUMO inh	MEKK2mut PB1 HTS	MEKK2 WT-MEK5	IMP-1 inhibitor	FID counter	PfM18AAP inh	HCV NS3 hel inh	VIM-2 inhibitor
c1ccc(CNc2ncnc3nc[nH]c23)cc1	17	-14	4	99	-5.2	-3	3	-5	-3.5
O=C(CNS(=O)(=O)c1ccc2ccccc2c1)NCCc1ccccn1	-8	-6	/	/	-1.5	-14	-7	0	1.2
CN(Cc1cccs1)C(=O)COc1ccc(-c2nnco2)cc1	1	-7	0	98	-4.0	-5	8	4	-2.1
Cc1ccc([N+](=O)[O-])c(OCC(=O)OCC(=O)c2ccccc2)c1	19	10	22	109	-1.3	-5	-3	-2	-1.2
O=C(c1cc(-c2ccncc2)nc2ccc(Cl)cc12)N1CCN(Cc2ccc3c(c2)OCO3)CC1	-34	-8	-2	94	-1.0	-5	-2	4	-0.8
CC(C)c1nc2oc3c(=O)[nH]cnc3c2c2c1CCC2	3	5	1	102	1.3	-4	-3	23	-0.6
Nc1c(C(=O)NCCN2CCOCC2)c2nc3ccccc3nc2n1CCc1ccccc1	6	16	-2	98	-1.0	-8	13	4	-0.3
CCC(C)(C)NC(=O)c1ccc(S(=O)(=O)N(C)c2ccccc2OC)cc1	30	12	8	100	-3.1	-35	1	8	-1.3
CCOC(=O)c1cnc2ccc(C)cc2c1NCCO	-43	-6	11	99	1.4	0	2	0	1.7
CCC(=O)N1N=C(c2ccc(NS(=O)(=O)CC)cc2)CC1c1ccc(C)cc1 (stereo not drawn)	11	5	-3	98	2.0	-21	18	-11	0.3
O=C(CN(c1ccccc1)S(=O)(=O)c1ccccc1)NCCSc1ccccn1	6	-6	-7	98	-1.0	-14	-6	2	0.3
CCC(=O)N1CC23C=CC(CC2CC12CCCCC2)O3 (stereo not drawn)	-3	-15	-1	100	-1.8	-3	-10	6	1.4
Cc1ccc(N(CC(=O)NC2CCCC2)C(=O)CNC(=O)c2cccs2)cc1F	2	-1	-6	104	1.3	-38	-8	8	4.1
FC(F)(F)c1cccc(-c2ccc(/C=N/Nc3nncc(-c4ccccc4)n3)o2)c1	5	-18	0	104	-3.8	1	3	-2	-4.3
Nc1nc(-c2ccccc2)nn1C(=O)c1ccco1	9	-4	7	107	-0.9	-3	-6	-7	-0.8
COc1ccc(Cl)cc1NC(=O)CCN1CCN(C)CC1	-33	6	15	112	-2.1	4	5	-4	-3.4
Cc1cccc(C(=O)NNC(=O)c2cccc(C)c2)c1	24	6	-4	95	0.1	0	0	7	-1.0

Arranged by molar mass (high to low): 3 of the compounds above.
SMILES	NALP1 inh	UBC9 SUMO inh	MEKK2mut PB1 HTS	MEKK2 WT-MEK5	IMP-1 inhibitor	FID counter	PfM18AAP inh	HCV NS3 hel inh	VIM-2 inhibitor
O=C(c1cc(-c2ccncc2)nc2ccc(Cl)cc12)N1CCN(Cc2ccc3c(c2)OCO3)CC1	-34	-8	-2	94	-1.0	-5	-2	4	-0.8
N#CC(c1cccc(Cl)c1)c1ncc(C(F)(F)F)cc1Cl (stereo not drawn)	-11	-11	-1	91	-0.7	-7	2	5	-1.3
CCOC(=O)c1cnc2ccc(C)cc2c1NCCO	-43	-6	11	99	1.4	0	2	0	1.7
